# aSyn 5UTR inh = MLPCN primary screen, SNCA 5' untranslated region | alpha-synuclein 5'UTR reporter, inhibitor activity | hit rate 0.82% among 300,000 | inhibition, % (tested at 7.5 µM); in the data active = inhibition above about 60%; inconclusive = no clear call, values can overlap the other calls;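 also: H4 neuroglioblastoma cells stably carrying SNCA 5'UTR luciferase fusion; 0% = DMSO wells and 100% = positive control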
# HIF act = HIF pathway transcriptional activation; U2OS HRE-luciferase reporter, luminescence; normalized: DMSO 0%, desferrioxamine 100%; activation, % at 7.5 µM (by protocol); hit rate 0.32% among 300,000; AID 1910;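 active = mean activation of at least 10% of the iron chelator positive control signal, with at least half of replicates also reaching 10%; inconclusive = mean and replicate majority disagree about reaching 10%; inactive = mean and most replicates under 10%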
# IEC-6 cytotox = IEC-6 cytotoxicity, counter-screen for KLF5 inhibitors. luminescence viability. inhibition, % at 5 µM. hit rate 0.78% among 290,000; in the data active = inhibition above about 22%;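 also: 0% = plate median of test compound wells and 100% = cytotoxic reference compound wells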
# TRPC6 inh = inhibitors of mouse TRPC6 channel | Q61143 | HEK293-TRPC6, membrane potential dye, ACh-evoked depolarization; hits give low values | B-score at 10 µM | hit rate 1.1% among 310,000 | AID 2553;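 active = B-score under library mean minus 3 SD, initial fluorescence not abnormally high, positive integrated signal ratio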;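 also: B-score derived from integrated fluorescence ratio over the kinetic read; more negative B-score means stronger inhibition of depolarization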
# TRPC4 block = TRPC4 (mouse) channel inhibition | Q9QUQ5 | HEK293 TRPC4beta/mu-opioid, DAMGO-evoked Fluo4 calcium flux; hits give low values | B-score at 10 µM | hit rate 0.39% among 300,000;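 active = B-score over 3 SD under the library average, no early fluorescence shift, positive overall ratio signal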
#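 Material: HEK293 cells with stable TRPC4beta plus mu-opioid receptor expression; probe or stimulus: DAMGO in two steps, submaximal then maximal; technique: Fluo4 calcium fluorescence by kinetic imaging, 5 s 1 Hz baseline; measure: integrated fluorescence ratio relative to baseline, converted to per-well B score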
# KLF5 inhibitor = inhibitors of KLF5 expression; AID 1700; inhibition, % at 5 µM; hit rate 0.23% among 290,000; DLD-1 KLF5 promoter-luciferase reporter, luminescence;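 active = inhibition above a per-plate limit of that plate's mean compound inhibition plus 3 SD, cut at about 60% in these data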;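 also: 0% = DMSO wells and 100% = LY294002 at 200 µM; higher means less KLF5 promoter-driven luciferase light; inactives centre near -14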
# TRPC6 act = activates the mouse TRPC6 cation channel | Q61143 | HEK293-TRPC6 membrane potential dye fluorescence; hits give high values | hit rate 0.13% among 310,000 | B-score at 10 µM;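 active = B-score of the integrated fluorescence ratio above library mean plus 3 SD, and starting fluorescence ratio within library mean plus 5 SD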;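 also: higher score means more depolarization so channel activation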
# MrgX1 antag = antagonists of human MrgX1 receptor. Q96LB2. MRGX1-HEK293 calcium flux, Fluo-4, BAM8-22 antagonism; hits give low values. B-score at 10 µM. hit rate 1.3% among 310,000. AID 588676;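 active = calcium-response B-score plate-corrected more than 3 library SD below zero, starting fluorescence within 5 deviations, no agonist response on first addition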;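 also: peak minus trough fluorescence over baseline after final BAM8-22 challenge near maximal dose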
# Target sequence (Q96LB2 whole entry, looked up): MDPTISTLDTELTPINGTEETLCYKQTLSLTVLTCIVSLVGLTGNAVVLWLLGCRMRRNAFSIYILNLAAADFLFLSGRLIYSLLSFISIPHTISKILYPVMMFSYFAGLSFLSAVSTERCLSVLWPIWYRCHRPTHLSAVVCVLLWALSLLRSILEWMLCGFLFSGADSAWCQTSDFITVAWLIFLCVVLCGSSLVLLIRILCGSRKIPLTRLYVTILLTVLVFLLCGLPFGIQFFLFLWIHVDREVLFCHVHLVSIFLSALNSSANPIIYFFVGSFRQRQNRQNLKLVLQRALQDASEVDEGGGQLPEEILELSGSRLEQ
# SKKanGAS inh = blocks kanamycin growth of S. pyogenes SKKanGAS strain. BacTiter-Glo, 6 h. inhibition, % at 7.5 µM. hit rate 1.3% among 300,000. AID 1662;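 active = mean replicate score, as percent of positive control median, at least 50; inconclusive = mean below 50 but one replicate at or above 50; inactive = mean and every replicate below 50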;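 also: strain carries kanamycin resistance gene driven by streptokinase promoter and grows in 40 µg/ml kanamycin; loss of luminescence reflects streptokinase promoter inhibition or plain growth inhibition; 0% = median of DMSO wells and 100% = positive control at its reference dose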
# TRPC4 PAM = allosteric potentiators of mouse TRPC4 channel | B-score at 10 µM | hit rate 0.42% among 310,000 | HEK293 TRPC4beta/mu-opioid, DAMGO EC20, Fluo-4 Ca2+ flux; hits give high values;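 active = B-score of calcium response area above 5 SD of library B-scores, with initial fluorescence ratio within 5 SD of library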;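 also: B-score of integrated fluorescence ratio over time as area under calcium response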
# TRPC4 agonist = opens the mouse TRPC4 cation channel; Q9QUQ5; HEK293 TRPC4beta/mu-opioid, Fluo4 calcium fluorescence; hits give high values; B-score at 10 µM; hit rate 0.49% among 310,000; AID 2237;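 active = B-score above 5 SD of library B-scores, and initial fluorescence ratio not above library mean plus 5 SD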;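 also: positive B-score marks a calcium rise read as TRPC4 activation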
#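 System – HEK293 cells stably co-expressing mouse TRPC4beta and mu-opioid receptor · Signal – Fluo4 calcium-sensitive dye fluorescence, kinetic, 1 Hz baseline · Benchmarks – buffer (low) and maximal DAMGO (high) · Read-out – B score of integrated fluorescence ratio per well · Incubation – dye loading 45 min room temperature, 110 s kinetic read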
# * = called active by the depositor; i = inactive; ? = inconclusive; / = no result given.
SMILES,aSyn 5UTR inh,HIF act,IEC-6 cytotox,TRPC6 inh,TRPC4 block,KLF5 inhibitor,TRPC6 act,MrgX1 antag,SKKanGAS inh,TRPC4 PAM,TRPC4 agonist
Cn1c(NCc2ccco2)nc2c1c(=O)n(Cc1ccc(Cl)cc1Cl)c(=O)n2C,28.7,-0.4,-2.7,i,i,-26.7,i,i,14.6,i,i
Cc1cccc2c(Cl)cc(=O)[nH]c12,16.4,-0.3,0.4,i,i,-14.3,i,/,3.3,i,i
COc1cc2c(cc1OC)C(c1ccc(OC)c(OC)c1OC)CC(=O)N2 (stereo not drawn),7.5,0.1,0.2,i,i,-27.9,i,i,-1.5,i,i
Fc1ccc(CNCc2cccc(Br)c2)cc1,-13.5,0.1,-1.4,i,i,-24.6,i,i,-1.0,i,i
Cc1ccc(-c2cc(C(F)F)n3ncc(C(=O)N4CCc5ccccc54)c3n2)cc1,25.2,2.4,5.2,i,i,-19.4,i,i,17.5,i,i
Cc1cc(N2CCCC2=O)ccc1S(=O)(=O)NCCOc1ccccc1,8.9,0.1,5.4,i,i,1.3,i,i,0.5,i,i
O=C(NCc1cccnc1)C1CCC(CNS(=O)(=O)c2cccc3nsnc23)CC1 (stereo not drawn),19.6,0.0,-1.4,i,i,-1.9,i,i,-0.6,i,i
O=C(CN1C(=O)NC2(CCCCCC2)C1=O)c1ccc(Cl)s1,-22.9,1.2,/,i,i,/,i,i,3.0,i,i
Cc1ccc(F)cc1NC(=O)COC(=O)COc1ccc(C#N)cc1,-11.4,-0.1,/,i,i,/,i,i,11.5,i,i
COc1cc(CN(C(=S)NCC(=O)NC2CC2)C2CCCC2)cc(OC)c1OC,7.1,0.7,-4.5,i,i,-36.9,i,i,-0.8,i,i
O=C(COC(=O)c1cccc(-n2cnnn2)c1)c1ccc(Br)cc1,-57.1,0.3,/,i,i,/,i,i,-0.9,i,i
CCn1c2ccccc2c2cc(NC(=O)CSc3nnc(-c4cccc(F)c4)o3)ccc21,-67.9,0.4,10.3,i,i,-22.4,i,i,14.1,i,i
Cc1cccc(CSCCNC(=O)COc2ccc(Cl)cc2)c1,8.8,-0.3,5.0,i,i,23.3,i,i,-10.3,i,i
C/C(=N\NC(=O)c1nnn(-c2nonc2N)c1-c1ccc(Cl)c(Cl)c1)c1ccncc1,16.3,-0.3,-3.5,i,i,-12.8,i,i,-7.5,i,i
COC(=O)C(NS(=O)(=O)c1ccc(NC(C)=O)cc1)C(C)C (stereo not drawn),-28.5,-0.1,-3.7,i,i,-2.4,i,i,-7.0,i,i
CCOC(=O)Cn1nc(C)c2c1CCCC2=O,10.2,-0.7,2.2,i,i,-11.4,i,i,7.5,i,i
Cc1c(O)c(CN2CCCC2)cc2c3c(c(=O)oc12)CCC3,-29.9,0.1,-0.9,-5.03*,i,-13.2,i,i,-12.3,i,i
O=C(Nc1cnc2ccccc2c1)N1CCCCC1,-73.7,0.9,2.7,i,i,-146.3,i,i,-1.1,i,i
O=C1NCCCC1C(=O)N/N=C/c1ccc([N+](=O)[O-])cc1 (stereo not drawn),-8.3,-0.3,-1.4,i,i,-10.2,i,i,-0.2,i,i
COc1ccc(NC(=O)c2nc(SC)ncc2Cl)cc1,11.3,0.1,7.2,i,i,-12.8,i,i,1.6,i,i
Cc1cc(C=C2C(=O)c3ccccc3C2=O)c(C)n1-c1ccc(Cl)cc1,-55.3,1.7,-7.7,i,i,-5.9,i,/,1.2,i,i
CN1CCN(c2ccc(S(=O)(=O)N3CCOCC3)cc2NC(=O)COc2ccc(F)cc2Cl)CC1,1.3,-0.5,2.5,i,i,-14.9,i,i,-3.3,i,i
NNC(=O)CCC(=O)Nc1ccccc1,9.7,0.5,-9.5,i,i,-31.6,i,i,-1.2,i,i
CCOC(=O)c1c(NC(=O)c2cc(-c3ccc(O)cc3)on2)sc(C(C)=O)c1C,26.3,0.2,-0.3,i,i,-0.7,i,i,3.0,i,i
CCCc1cc(C(=O)Nc2ccn(Cc3ccc(C)cc3)n2)no1,-17.7,0.4,-0.9,i,i,-27.1,i,i,3.7,i,i
# Later entries
SMILES,aSyn 5UTR inh,HIF act,IEC-6 cytotox,TRPC6 inh,TRPC4 block,KLF5 inhibitor,TRPC6 act,MrgX1 antag,SKKanGAS inh,TRPC4 PAM,TRPC4 agonist
COc1ccc(-n2c(=O)cc(N3CCOCC3)[nH]c2=O)cc1,-1.1,-0.7,-0.4,i,i,-6.0,i,i,18.9,i,i
Cc1ccc(NC2CCCN(C(=O)C3CCCCC3)C2)cc1C (stereo not drawn),-9.1,?,0.0,i,i,-15.6,i,i,-3.6,i,i
CSc1nc2c(ccc3ccccc32)o1,-44.2,2.1,3.8,i,i,-9.5,i,i,3.2,i,i
COC(=O)c1nc(NC(=O)C(C)C)n[nH]1,-1.4,/,-3.6,i,i,-19.2,i,i,-0.1,i,i
Cc1cc(-c2cc(C(=O)NCc3ccccc3)on2)nc(NC2CCCC2)n1,29.3,-0.4,/,i,i,/,i,i,4.3,i,i
CCCOc1ccc(N2CC(C(=O)Nc3ccccc3C(=O)NCc3ccco3)CC2=O)cc1 (stereo not drawn),16.4,-0.7,-3.5,i,/,-2.0,i,i,-3.5,i,i
CCC(C(=O)O)n1nnc(-c2ccc(OCc3ccccc3)c(OC)c2)n1 (stereo not drawn),2.9,0.2,-1.6,i,i,-7.2,i,i,5.3,i,i
COC(=O)c1ccc(NC(=O)c2ccccc2NS(C)(=O)=O)cc1,-16.1,0.4,0.1,i,i,-30.9,i,i,-0.4,i,i
CCOCCCNC(=S)N1CCCN(c2nc3cc(C)ccc3cc2C#N)CC1,-4.8,-1.0,4.2,-10.1*,i,-17.2,i,i,-13.7,i,i
Cc1ccc(C)c(NC(=S)N(C)CCO)c1,11.7,0.3,-5.3,i,i,-23.4,i,i,-4.0,i,i
CCOC(=O)c1c(NC(=O)CN(CC)CC)sc2c1CCC2,34.3,-0.3,2.1,i,i,-1.4,i,i,5.2,i,i
Cc1cccc(NC(=O)CCCCCN2C(=O)[C@@H]3Cc4ccccc4CN3C2=O)c1,0.3,-0.3,-4.3,i,i,-33.7,i,i,-1.1,i,i
COC(=O)c1sc(N)nc1C(C)(C)C,-11.3,-0.4,9.6,i,i,18.1,i,i,-3.9,i,i
COc1cc(/C=C/C(=O)N2CCN(C(=O)/C=C/c3cc(OC)c(OC)c(OC)c3)CC2)cc(OC)c1OC,-3.2,-0.5,8.7,i,i,-20.8,i,i,6.5,i,i
Cc1ccccc1NC(=O)CSc1nnc(Cc2ccccc2)c(=O)n1N,-1.6,-27.0,/,i,i,/,i,i,-0.8,i,i
O=C(Cn1cnc([N+](=O)[O-])n1)N/N=C/c1cc(Cl)ccc1O,30.5,15.2*,-2.7,i,i,39.7,i,i,2.8,i,i
Cc1cc(-c2ccccc2)n2ncnc2n1,19.4,-0.7,1.8,i,i,-6.2,i,i,3.2,i,i
COc1cc2ccccc2cc1C(=O)OCC(=O)N1CCOCC1,18.1,0.0,-5.9,i,i,5.7,i,i,-0.7,i,i
COc1ccc(Br)cc1CN(C)CC(=O)Nc1ccccc1Cl,21.8,-0.8,4.1,i,i,5.0,i,i,1.8,i,i
COc1ccc(NS(=O)(=O)c2ccc(NC(=O)C3CC3)cc2)cc1,-23.5,-0.3,8.6,i,i,-28.0,i,i,4.1,i,i
Cc1cc(NC(=O)Cc2c(F)cccc2Cl)no1,12.4,-0.1,2.3,i,i,17.3,i,i,-0.6,i,i
CCOc1ccc(S(=O)(=O)n2cc(-c3ccc(F)cc3)c(N)n2)cc1,25.9,0.1,-4.0,i,i,-11.9,i,i,-6.7,i,i
CCOc1ccccc1CN1CCN(Cc2ccc(C)o2)CC1CCO (stereo not drawn),-11.9,0.0,4.4,i,i,15.6,i,i,0.1,i,i
O=C(CN1C(=O)c2ccccc2C1=O)Nc1cccc2cccnc12,9.2,-0.4,-1.1,i,i,-37.6,i,i,-5.4,i,i
CCOC(=O)C1=C(CN2CCc3ccccc32)NC(=O)NC1c1ccc(Cl)cc1 (stereo not drawn),?,0.2,1.3,i,i,0.8,i,i,40.8,i,i
# (more compounds)
SMILES,aSyn 5UTR inh,HIF act,IEC-6 cytotox,TRPC6 inh,TRPC4 block,KLF5 inhibitor,TRPC6 act,MrgX1 antag,SKKanGAS inh,TRPC4 PAM,TRPC4 agonist
CCC(=O)Nc1ccc(/C(C)=N\NC(=O)c2ccc(C)s2)cc1,-15.9,1.1,6.7,i,i,-51.5,i,i,2.4,i,i
O=C(c1cc2ccccn2n1)N1CCN(Cc2ccccc2)CC1,-113.1,3.0,/,i,i,/,i,i,4.4,i,i
CC(CCc1ccccc1)NC(=O)COc1ccc(S(=O)(=O)N2CCOCC2)cc1[N+](=O)[O-] (stereo not drawn),-2.7,-0.6,-4.3,i,i,-5.3,i,i,5.2,i,i
CC(C)=CCN1CCN(Cc2ccoc2)CC1CCO (stereo not drawn),-7.0,-0.3,-3.2,i,i,-32.6,i,i,-3.8,i,i
COc1ccc(/C=N/Nc2nc3ccccc3o2)cc1OC,-162.0,/,-5.2,i,i,-132.2,i,i,-19.9,i,i
O=C(/C=C\c1cn(-c2ccccc2)nc1-c1ccc2c(c1)OCCO2)N1CCOCC1,-18.7,0.1,1.7,i,i,9.3,i,i,7.4,i,i
NC(=O)Nc1ccccc1C(=O)N1CCC(O)(c2ccc(Cl)cc2)CC1,15.1,0.6,1.4,i,i,2.9,i,i,18.8,i,i
Cc1cc2ncc(-c3ccc(Cl)cc3)cn2n1,-83.8,1.9,-0.9,i,i,-23.2,i,i,3.3,i,i
CCn1cc(C(=O)NN)c(=O)c2cc(F)c(N3CCN(C)CC3)cc21,13.1,-0.7,0.0,i,i,-35.8,i,i,2.3,i,i
Cc1cc(C)nc(N2CCC(C(=O)NC3CCCCCC3)CC2)n1,8.4,-0.4,-5.9,i,i,-30.8,i,i,-3.8,i,i
COc1ccccc1-c1c(C(F)(F)F)oc2cc(OC(=O)c3ccc([N+](=O)[O-])cc3)ccc2c1=O,23.7,0.3,4.4,i,i,19.3,i,i,5.0,i,i
O=c1n(-c2ccc(Br)cc2)cnn1-c1ncccc1[N+](=O)[O-],-101.1,2.8,3.1,i,i,-74.0,i,i,6.8,i,i

# Copied from the list:
# CC(C)=CCN1CCN(Cc2ccoc2)CC1CCO (stereo not drawn) in aSyn 5UTR inh → -7.0
# CCC(=O)Nc1ccc(/C(C)=N\NC(=O)c2ccc(C)s2)cc1 in HIF act → 1.1

# Screening data as filed in PubChem.
